# OX1R FRET antag – antagonists of human orexin 1 receptor (OX1R); 330,000 tested, 1.8% active; OX1R-expressing cells, FRET antagonist read-out; O43613; inhibition, % at 6.6 µM; in the data active = inhibition mostly above about 38%, no sharp cut-off; inactive = mostly below about 40%;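 also: 0% = agonist challenge alone and 100% = reference antagonist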
# Target sequence (O43613 whole entry, looked up): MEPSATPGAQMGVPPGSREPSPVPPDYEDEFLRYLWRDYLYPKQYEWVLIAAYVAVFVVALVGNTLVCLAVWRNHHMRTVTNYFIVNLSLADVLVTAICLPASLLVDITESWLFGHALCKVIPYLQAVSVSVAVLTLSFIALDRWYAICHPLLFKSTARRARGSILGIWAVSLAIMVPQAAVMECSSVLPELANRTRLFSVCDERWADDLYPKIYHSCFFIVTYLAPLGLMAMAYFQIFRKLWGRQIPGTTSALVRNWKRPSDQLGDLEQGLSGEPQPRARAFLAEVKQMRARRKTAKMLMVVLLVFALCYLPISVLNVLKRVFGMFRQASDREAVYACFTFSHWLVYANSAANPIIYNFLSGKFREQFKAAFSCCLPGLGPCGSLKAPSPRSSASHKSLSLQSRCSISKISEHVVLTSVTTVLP
# STK33 inh – blocks human STK33 kinase activity | Q9BYT3 | purified STK33, MBP phosphorylation, ADP-Glo luminescence | inhibition, % at 10 µM | 320,000 tested, 0.073% active;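 active = inhibition at or above 25%, using the most active replicate where run in duplicate; inactive = inhibition below 25%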
# Target sequence (Q9BYT3 whole entry, looked up): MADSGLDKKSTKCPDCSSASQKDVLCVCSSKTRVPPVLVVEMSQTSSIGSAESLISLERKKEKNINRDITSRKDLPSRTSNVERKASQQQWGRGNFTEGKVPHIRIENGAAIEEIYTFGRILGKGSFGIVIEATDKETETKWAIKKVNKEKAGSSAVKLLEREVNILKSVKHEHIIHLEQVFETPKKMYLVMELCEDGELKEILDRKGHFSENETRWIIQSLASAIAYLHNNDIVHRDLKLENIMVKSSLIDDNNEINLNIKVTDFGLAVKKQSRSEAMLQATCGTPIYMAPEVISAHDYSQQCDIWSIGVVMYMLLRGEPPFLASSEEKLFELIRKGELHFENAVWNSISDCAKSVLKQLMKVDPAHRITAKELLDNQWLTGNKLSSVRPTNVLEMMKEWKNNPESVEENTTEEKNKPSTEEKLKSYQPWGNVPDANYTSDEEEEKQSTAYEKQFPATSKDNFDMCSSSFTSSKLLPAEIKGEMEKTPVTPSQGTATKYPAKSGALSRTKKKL
# Numbers without * were called inactive; nt = no result given.
# Value order – OX1R FRET antag	STK33 inh
- COc1cc(/C=C(\C#N)c2nc3ccccc3[nH]2)cc(Br)c1OCc1ccc(F)cc1
→ 13	-0.3
- CCOc1ccc(OCC)c(NC(=O)CN(C)S(=O)(=O)c2cnc[nH]2)c1
→ 13	-0.5
- CC(OC(=O)c1c[nH]c2ccccc12)C(=O)N1CCCC1 (stereo not drawn)
→ 2	-1.4
- CCNC(=S)Nc1ccc(Cl)cc1
→ 6	-2.0
- S=C(c1ccc(-c2ccccc2)cc1)N1CCOCC1
→ 35	-0.4
- Cc1cccc(C(=O)Nc2ccnc(-c3cccnc3)n2)c1
→ 17	7.2
- COc1cc(O)c(C(CCN2CCOCC2)c2ccc3c(c2)OCO3)c(OC)c1 (stereo not drawn)
→ 5	-0.4
- Nc1c(-c2ccccc2)c(CN2CCOCC2)nn1-c1ccc(F)cc1
→ 19	-0.5
- Cc1nc2c3ccccc3[nH]c(=O)n2n1
→ 24	-1.8
- CSCC[C@H](NC(=O)NCCC1=CCCCC1)C(=O)O
→ 25	0.8
- COC(=O)c1c(C(=O)OC)c(C)n(Cc2cccnc2)c1C
→ 1	-1.3
- C=CC[C@@H](CC(=O)OC(C)(C)C)C(=O)OC[C@@H]1CCCN1C(=O)[C@@H](CC=C)CC(=O)N[C@H](CO)Cc1ccccc1
→ 20	-0.1
- CCc1cccc(C)c1NC(=O)CN1CCN(S(=O)(=O)c2ccc(C(C)(C)C)cc2)CC1
→ 15	-0.3
- CCOC(=O)c1ccc(NC(=O)CCC(=O)OC)cc1
→ 31	-1.7
- Cc1ccccc1Nc1nc(N)nc(CSc2nc3ccccc3c(=O)n2CCCO)n1
→ 13	-2.3
- CCC1OC(=O)C(C)C(OC2C[C@@](C)(OC)C(O)C(C)O2)C(C)C(O[C@@H]2OC(C)CC(N(C)C)C2O)[C@](C)(O)CC(C)C(=NOCOCCOC)C(C)C(O)[C@]1(C)O (stereo partly drawn)
→ 9	2.4
- O=C(NCCCN1CCCC1=O)C1CCN(S(=O)(=O)c2cccc(Cl)c2Cl)CC1
→ 6	-2.8
- COc1ccc(-c2csc(NC(=O)CSc3nnnn3C)n2)cc1OC
→ 3	-0.8
- Cc1ccsc1/C=N/NC(=O)c1ccc([N+](=O)[O-])cc1
→ 13	-0.2
- O=C1c2cccc(OCC(=O)N3CCCc4ccccc43)c2CCN1Cc1ccc(F)cc1
→ 31	-1.6

# Six entries from above, reformatted:
SMILES,OX1R FRET antag,STK33 inh
CC(OC(=O)c1c[nH]c2ccccc12)C(=O)N1CCCC1 (stereo not drawn),2,-1.4
C=CC[C@@H](CC(=O)OC(C)(C)C)C(=O)OC[C@@H]1CCCN1C(=O)[C@@H](CC=C)CC(=O)N[C@H](CO)Cc1ccccc1,20,-0.1
O=C1c2cccc(OCC(=O)N3CCCc4ccccc43)c2CCN1Cc1ccc(F)cc1,31,-1.6
Cc1nc2c3ccccc3[nH]c(=O)n2n1,24,-1.8
COc1cc(/C=C(\C#N)c2nc3ccccc3[nH]2)cc(Br)c1OCc1ccc(F)cc1,13,-0.3
Nc1c(-c2ccccc2)c(CN2CCOCC2)nn1-c1ccc(F)cc1,19,-0.5

# Later entries.
# Value order – OX1R FRET antag	STK33 inh
- O=C(c1cccs1)N(Cc1ccc(F)cc1)C1CCS(=O)(=O)C1 (stereo not drawn)
→ 18	0.0
- CC(C)COc1ccc(C(=O)NC(CC(C)C)C(=O)O)cc1 (stereo not drawn)
→ 20	-0.8
- COc1cc(NC(=O)c2cccs2)ccc1NC(=O)c1ccco1
→ 43	4.8
- COc1ccc(C2CC(c3ccccc3)=NN2S(=O)(=O)c2ccccc2)c(OC)c1 (stereo not drawn)
→ 7	-0.8
- O=C(CCCn1c(=O)[nH]c2cc(Cl)ccc2c1=O)NC1CCCCCC1
→ 6	0.9
- CCOc1ccccc1NC(=O)c1ccccc1-c1nc(-c2ccccc2OC)no1
→ 87*	-1.8
- COc1ccc(CNC(=O)CS(=O)(=O)Cc2nc(-c3cccc(OC)c3)oc2C)cc1
→ 9	-0.7
- CCOc1ccc(NC(=O)CN(C)C(=O)c2cn(-c3ccccc3)nc2-c2cccs2)cc1OCC
→ nt	-0.9
- CCOC(=O)C1=C(COC(=O)c2cc(S(=O)(=O)N(C)C)ccc2C)NC(=O)NC1C (stereo not drawn)
→ 2	-0.4
- CCc1ccc(NC(=O)N(CCN2CCOCC2)Cc2ccc3c(c2)CCCN3CC)cc1
→ 9	-0.8
- O=C(CSc1nnc(C2CC2)n1Cc1ccccc1)c1ccc(S(=O)(=O)N2CCOCC2)cc1
→ 18	-0.8
- CCCc1nc2oc3c(NCCN(C)C)ncnc3c2c2c1CCCC2
→ 4	2.5
- CC(C)CN1C(=O)c2ccc(C(=O)Nc3nccs3)cc2C1=O
→ 14	-1.0
- COc1cc2nc(=S)n3[nH]c(COc4ccccc4C)nc3c2cc1OC
→ 31	-1.5
- CCOC(=O)CN1C(=O)S/C(=C/c2ccc3c(c2)n(C)c(=O)n3C)C1=O
→ 8	-0.3
- CCC(C)N1C(=O)S/C(=C/c2ccc(Sc3nc4ccccc4[nH]3)o2)C1=O (stereo not drawn)
→ 35	1.2
- Cc1ccc(-c2nc(CSCC(=O)N3CCOCC3)c(C)o2)cc1
→ 19	0.3
- COC(=O)c1ccc(S(=O)(=O)c2ccc(Cl)cc2)c(N)c1
→ 4	-0.8
- CC(OC(=O)c1ccc2ncsc2c1)C(=O)NC1CCCCC1C (stereo not drawn)
→ 22	-2.2
- O=C(Nc1ccc(S(=O)(=O)N2CCCC2)cc1)c1ccc([N+](=O)[O-])cc1
→ 11	0.2
- Cc1cccc(-n2cnc3c(sc4nc(N5CCOCC5)c5c(c43)CCCC5)c2=O)c1
→ 23	-1.7
- Cc1c(NC(=O)/C(C#N)=C/c2ccccc2)c(=O)n(-c2ccccc2)n1C
→ 4	-1.9
- COc1ccc(C(C2C(=O)CC(C)(C)CC2=O)C2C(=O)CC(C)(C)CC2=O)cc1CO
→ nt	-1.4
- C=CCNC(=O)N1c2ccccc2Sc2ccccc21
→ 14	-3.1
- C=C(Br)Cn1c(CC)nc2ccccc21
→ 19	-1.7
- CC(CC(=O)NC1CCCCC1)S(=O)(=O)c1ccc2c(c1)NC(=O)CO2 (stereo not drawn)
→ -4	0.1
- Cc1ccc(C)n1-c1ccc(C(=O)O)cc1
→ 11	-2.4
- CCNC(=O)COc1ncnc2scc(-c3ccc(F)cc3)c12
→ 3	0.3
- COc1cccc(CNC(=O)[C@H](C)NC(=O)C2CCN(S(=O)(=O)c3ccccc3)CC2)c1
→ -1	0.7
- COc1cc(-c2noc(C)c2C(=O)NCc2ccc3c(c2)OCO3)cc(OC)c1OC
→ 2	1.1
- O=C(CSc1nnc(-c2cnccn2)n1Cc1ccco1)c1ccc(Cl)cc1
→ 17	0.4
- COc1ccc(N2CCN(C(CNS(=O)(=O)c3ccccc3)c3ccccc3)CC2)cc1 (stereo not drawn)
→ 2	-0.7
- CC(C)c1ccc(-c2c(C#N)c(N)nc(SCC(=O)N3CCCCCC3)c2C#N)cc1
→ 17	2.3
- O=C(O)c1cc(-c2ccccc2)n(-c2ccc(F)cc2)n1
→ -4	0.3
- CCOC(=O)c1ccc(NC(=O)C(=O)NCc2ccccn2)cc1
→ 16	-0.2
- O=C(CCOc1ccccc1)Nc1ccccc1[N+](=O)[O-]
→ 13	-0.7
- O=C(NC(=O)c1ccccc1F)Nc1nc(-c2cccs2)cc(C(F)(F)F)n1
→ 14	-0.6
- COc1ccc(OC)c(S(=O)(=O)N2CCN(c3c(C)cccc3C)CC2)c1
→ 13	-0.1
- O=C(N/N=C/c1ccc[nH]1)c1ccc2c(c1)OCO2
→ 25	0.3
- CC1CCN(S(=O)(=O)c2ccc3c4c2CC(=O)N4CC(C)S3)CC1 (stereo not drawn)
→ 37	1.2

# Entries of single compounds from above. Screens in order: OX1R FRET antag	STK33 inh
# COc1ccc(C(C2C(=O)CC(C)(C)CC2=O)C2C(=O)CC(C)(C)CC2=O)cc1CO reads nt	-1.4
# O=C(CCCn1c(=O)[nH]c2cc(Cl)ccc2c1=O)NC1CCCCCC1 reads 6	0.9
# CC(OC(=O)c1c[nH]c2ccccc12)C(=O)N1CCCC1 (stereo not drawn) reads 2	-1.4
# CCc1ccc(NC(=O)N(CCN2CCOCC2)Cc2ccc3c(c2)CCCN3CC)cc1 reads 9	-0.8

# (more compounds)
# Value order – OX1R FRET antag	STK33 inh
- COc1ccccc1CNC(=O)C1CCCN1S(=O)(=O)c1cccc2cccnc12 (stereo not drawn)
→ 18	0.8
- COc1ccc(Cl)cc1-c1nc(SCC(=O)NC2CCCC2)n[nH]1
→ 17	-1.5
- O=C(Nc1cccnc1)c1cc2c(s1)-c1ccccc1OC2
→ 15	-1.6
- O=C(NCC1CCCO1)c1cccc(S(=O)(=O)Nc2ccc(F)cc2)c1 (stereo not drawn)
→ 11	-1.5
- C/C(=N/NS(=O)(=O)c1ccc(F)cc1)c1ccncc1
→ -2	-2.8
- O=C(NC(=S)N1CCCCC1c1cccnc1)c1ccc(Br)cc1 (stereo not drawn)
→ 16	-1.2
- O=C(Nc1cc2c3c(c1)CC(=O)N3CCC2)c1ccc(Cl)cc1
→ 22	0.1
- Cc1cccc(OCCSc2nc3ccccc3n2CCC(=O)O)c1
→ 97*	-1.1
- Cc1nc(SCC(=O)Nc2cccc(S(=O)(=O)N3CCOCC3)c2)nc(C)c1C
→ 2	-1.4
- COC(=O)c1ccccc1NC(=O)c1cccs1
→ 45	-1.3
- O=C(O)COn1c(-c2ccccc2)nc2ccc([N+](=O)[O-])cc21
→ 44	5.9
- Clc1nc2ccccc2cc1-c1nnn(-c2ccccc2Br)n1
→ 5	-2.1
- CCN1C(=O)CC(Sc2ccccc2C(=O)O)C1=O (stereo not drawn)
→ 11	0.0
- CC1CCN(C(=O)c2ccc3c(c2)OCCO3)CC1
→ 14	0.1
- O=C(NC1CCCC1)C(c1cccs1)N(C(=O)c1csnn1)c1ccccc1F (stereo not drawn)
→ 12	1.6
- Cc1noc(C)c1COc1ccccc1C(=O)N(C)CC(=O)Nc1cccc(F)c1
→ 13	-1.6
- COc1ccc(N=C2SC(CC(=O)Nc3ccccc3)C(=O)N2CCc2ccccn2)cc1 (stereo not drawn)
→ 69*	-0.1
- O=C(O)Cn1cc(C(=O)c2cccs2)c2ccccc21
→ 13	-1.4
- Cc1cc(OCC(=O)N2CCC(O)(c3ccc(Cl)cc3)CC2)c2c(C)cc(=O)oc2c1
→ 14	0.5
- Cc1nn(C(=O)CNC(=O)c2ccccc2)c(C)c1C
→ 21	-1.0
- CC(=O)c1c(O)c(C)c(-c2ccccc2)n(-c2ccccc2)c1=O
→ 20	-1.9
- Cc1ccc(-c2nc(SCC(=O)Nc3ccccc3OC(F)F)c3c(C)c(C(=O)O)sc3n2)cc1
→ 17	-1.5
- CCOC(=O)C(Cc1ccc(NC(=O)/C(=C/c2ccccc2)NC(=O)c2ccccc2)cc1)N1C(=O)c2ccccc2C1=O (stereo not drawn)
→ 7	-0.8
- CC1(C)Cc2c(ccc3ccccc23)C(c2cc3ccccc3oc2=O)=N1
→ 22	0.4
- c1ccc(-c2cc3c(nn2)CCc2nonc2-3)cc1
→ 32	0.1
- O=C(COC(=O)CCC(=O)N1CCOCC1)Nc1ccc(Br)cc1Br
→ 4	-0.2
- CN(CCOc1ccccc1)C(=S)Nc1ccc(OC(F)F)cc1
→ 5	-1.1
- Cc1noc(NS(=O)(=O)c2ccc(N/C=C\C(=O)c3ccc(F)cc3)cc2)c1C
→ 10	2.6
- CS(=O)(=O)Nc1ccc(C2=NN(C(=O)c3ccco3)C(c3ccccc3)C2)cc1 (stereo not drawn)
→ 4	nt
- O=C(COC(=O)c1n[nH]c(=O)c2ccccc12)c1ccc(Cl)cc1
→ 16	-0.6
- Cc1ccc(C)c(OCCC(=O)OCC(=O)N(C)c2c(N)n(Cc3ccccc3)c(=O)[nH]c2=O)c1
→ 5	-1.6
- Cc1ccc(S(=O)(=O)N2CCC(C(=O)NCC(C)(C)N3CCOCC3)CC2)c(C)c1
→ -1	6.3
- CC(=O)c1ccc(-n2nncc2C)cc1
→ 23	-0.3
- O=C1CC(c2ccc(S(=O)(=O)NC3CC3)cc2)CN1 (stereo not drawn)
→ 4	-1.2
- COc1cc2c(cc1OC)CN(c1nc(CN3CCCCC3)nc3sc4c(c13)CCCC4)CC2
→ 5	0.4
- COc1ccc(NS(=O)(=O)c2ccc(C)c(C(=O)N3CCCCCCC3)c2)cc1
→ 21	-0.7
- Cc1cc(/C=c2/sc3nc4ccccc4n3c2=O)c(C)n1-c1ccccn1
→ 9	6.8
- Cc1[nH]c2ccccc2c1C(=O)C(=O)N1CCN(c2ccccc2)CC1
→ 18	-2.1
- COc1ccc(OCc2nnc(SCC(=O)NCC3CCCO3)n2N)cc1 (stereo not drawn)
→ 1	-0.3
- COC(=O)c1ccc(CSc2nnc(N)s2)cc1
→ 26	-1.8
- CCOc1cc(CNCc2ccccn2)cc(Cl)c1OCC
→ 12	-1.2
- COc1ccc2[nH]c(=O)c(CN(Cc3ccc(C)cc3)Cc3nnnn3CC3CCCO3)cc2c1 (stereo not drawn)
→ 24	-0.6
- COc1cc(C(=O)NNC(=O)c2cc(S(=O)(=O)N(C)C)ccc2N2CCCC2)cc(OC)c1OC
→ 0	-1.3
- CC1CCCCC1NC(=O)CCS(=O)(=O)c1ccc2c(c1)NC(=O)CS2 (stereo not drawn)
→ -5	-0.8
- Cc1ccc(C)c(CN2C(=O)COc3ccccc32)c1
→ 11	5.5
- CCOC(=O)c1ccc(N=C2SC(C(=O)NC)CC(=O)N2CCc2ccccc2)cc1 (stereo not drawn)
→ 8	-0.3
- CCc1ccccc1NC(=S)NCc1ccc2c(c1)OCO2
→ 10	-0.7
- Cc1cccc(NC(=O)COc2ccccc2C)n1
→ 7	-1.7
- CNS(=O)(=O)c1ccc(C)cc1
→ 21	-1.3
- COc1ccc2c(C)c(CC(=O)N3CCN(C(=O)C4COc5ccccc5O4)CC3)c(=O)oc2c1 (stereo not drawn)
→ 19	-2.3
- Cc1onc(C(=O)Nc2ccc3c(c2)OCO3)c1[N+](=O)[O-]
→ 1	-0.7
